Bioassay records from PubChem BioAssay.
S100A4 inh HTS: inhibitors of human S100A4 binding to myosin IIA peptide; AID 652163; P26447; 360,000 compounds, 0.14% hits; S100A4/TAMRA-MyoIIA peptide fluorescence polarization; inhibition, % at 10.7 µM;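 active = mean inhibition of at least 70% across replicates, with every replicate also reaching that level; inconclusive = mean inhibition reaches 70% but some replicates fall short; inactive = mean inhibition below 70%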
Target sequence (P26447 whole entry, looked up): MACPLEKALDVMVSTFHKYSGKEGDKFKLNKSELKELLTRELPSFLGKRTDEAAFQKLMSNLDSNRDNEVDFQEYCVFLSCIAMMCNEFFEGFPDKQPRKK
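Test system: S100A4 monomer protein; Medium: HEPES pH 7.2 with CaCl2, KCl, NaCl, DTT, Triton; Probe or stimulus: TAMRA-labelled myosin IIA heavy-chain peptide probe, 5 nM; Doses: one dose per compound; Times: polarization read 5 min after assay mix addition, stable 5–60 min; Benchmarks: neutral control DMSO, positive control TFP.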
RAD54 branch: RAD54 (human) branch migration inhibition | RAD54 Holliday junction branch migration, FAM/BHQ fluorescence | inhibition, % at 10.4 µM | 360,000 compounds, 0.14% hits;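 active = mean normalized replicate activity at least 40 and at least half of replicates scoring 40 or more; inconclusive = only one of the two criteria met; inactive = mean below 40 and under half of replicates reaching 40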;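 also: 0% = median of neutral control wells and 100% = median of positive control wells; inhibitors cause a drop in the FAM fluorescence signal; in these data hits start at about 50%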
E-selectin induc: E-selectin induction on HUVECs | HUVEC E-selectin immunofluorescence imaging; normalized: neutral wells 0, TNF-alpha wells 100 | activation, % at 7.58 µM | 260,000 compounds, 0.37% hits | AID 686992;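 active = mean E-selectin-positive cell signal at least 10% of the positive control, reached in at least 60% of replicates, without over 20% cell loss; inconclusive = no rule given, readout overlaps actives, possibly toxicity-flagged; inactive = the rest, including those meeting only one limit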;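 also: in these data hits start at about 27%; measured in HUVEC primary endothelial cells; signal is the percent of cells scored E-selectin positive by PE staining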
Target sequence (P16581 whole entry, looked up): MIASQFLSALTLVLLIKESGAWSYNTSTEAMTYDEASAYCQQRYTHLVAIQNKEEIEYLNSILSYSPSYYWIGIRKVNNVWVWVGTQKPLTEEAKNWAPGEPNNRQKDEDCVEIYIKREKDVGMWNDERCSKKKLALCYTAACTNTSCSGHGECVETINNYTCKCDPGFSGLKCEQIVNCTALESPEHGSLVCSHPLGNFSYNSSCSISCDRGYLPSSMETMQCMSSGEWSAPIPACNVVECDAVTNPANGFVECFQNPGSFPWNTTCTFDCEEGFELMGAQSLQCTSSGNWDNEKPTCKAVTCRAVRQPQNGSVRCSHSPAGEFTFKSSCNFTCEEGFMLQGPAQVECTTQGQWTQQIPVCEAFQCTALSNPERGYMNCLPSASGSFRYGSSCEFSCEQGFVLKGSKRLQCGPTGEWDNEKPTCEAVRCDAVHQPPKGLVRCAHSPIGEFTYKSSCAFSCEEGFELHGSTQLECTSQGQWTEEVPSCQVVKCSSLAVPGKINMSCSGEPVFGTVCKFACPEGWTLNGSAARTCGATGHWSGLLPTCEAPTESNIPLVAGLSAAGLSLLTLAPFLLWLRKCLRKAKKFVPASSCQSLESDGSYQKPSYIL
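System: HUVEC, human umbilical vein endothelial cells; quantity: 3,000 cells/well; buffer or medium: EGM-2 medium, gelatin-coated wells; dosing: single-point compound dose; detection: immunofluorescence imaging; evaluation: % PE-positive cells; benchmarks: TNF-alpha, DMSO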
RAD52 anneal inh: RAD52 (human) annealing inhibition; P43351; recombinant RAD52 DNA annealing, FRET fluorescence; inhibition, % at 18.7 µM; 360,000 compounds, 0.46% hits;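 active = every replicate showing at least 50% inhibition; inconclusive = mean inhibition at least 50% but not in every replicate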
FN deposition inh: fibronectin deposition inhibition; AH1F fibroblasts, Alexa488-fibronectin deposition fluorescence, overnight; inhibition, % at 12.6 µM; 350,000 compounds, 0.086% hits;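 active = mean inhibition across replicates of 30% or more, regardless of how many single replicates reach that level; inconclusive = mean under 30% yet at least half of replicates reach 30%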;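 also: positive control wells lacked labelled fibronectin entirely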
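Material: AH1F fibroblasts assembling fluorescent fibronectin matrix; amount: 10000 AH1F cells/well; medium: DMEM, 2% serum; reagent: Alexa488-fibronectin, 24 nM final in well; dosing: single compound dose, delivered by pin transfer; incubation: 1 h adhesion, overnight exposure; detection: fluorescence after three HBSS washes, excitation 485 nm, emission 525 nm; measure: fibronectin deposition inhibition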
esBAF inh: inhibitors of esBAF chromatin remodeling in mouse ES cells; reporter increase, % at 12.5 µM; Bmi1-luciferase knock-in reporter, 24 h; 100% = twice the neutral-well signal; 350,000 compounds, 2% hits; AID 602393; in the data active = activation above about 40%; inconclusive = no clear call, values can overlap the other calls;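 also: 0% = median of the plate's neutral control wells and 100% = double that signal; a rise in the Bmi1 reporter signal indicates esBAF inhibition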
XiGFP reactiv: reactivates the inactive X chromosome in mouse fibroblasts; XiGFP mouse fibroblasts, % GFP-positive cells imaging, 3 d; cells co-treated with 5-aza-dC sensitizer; scaled so ellipticine positive control = 100%; activation, % at 7.58 µM; 360,000 compounds, 0.055% hits;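 active = mean normalized replicate activation at least 10% and every replicate at or above 10%; inconclusive = only one of the two criteria met; inactive = mean below 10% and not all replicates reach 10%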;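 also: 0% = median of on-plate neutral control wells and 100% = ellipticine 6 µM median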
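System: SV40-immortalized XiGFP fibroblast cells, line 68-5-11 / Incubation: 3-day compound exposure, then 15 min fixation at room temperature / Compound: single concentration per compound, delivered by pin transfer / Buffer or medium: DMEM plus 5-aza-dC sensitizer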
EWS-Fli inh: inhibitors of EWS/Fli oncoprotein transcriptional activity; A673 NR0B1-luciferase reporter, viability-normalised; inhibition, % at 12.6 µM; 350,000 compounds, 0.67% hits; AID 651661;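 active = mean inhibition of at least 50% after viability correction, with every replicate also passing that limit; inconclusive = mean reaches 50% but only one of two replicates passes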;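 also: firefly luciferase signal divided by Alamar Blue viability fluorescence both relative to DMSO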
* hit, by the source's call; ? = inconclusive; . = not tested or not shown.

#1 CCC(=O)N1N=C(c2cccs2)CC1c1ccc(OC)cc1 (configuration not stated)
#2 COc1ccccc1-c1cnc2c(c1)C(=O)N([C@@H](C)CO)C[C@@H](C)[C@@H](CN(C)CC1CC1)O2
#3 CN(C(=O)CSc1nnc(-c2cccnc2)o1)C1CCCCC1
#4 O=C(Nc1oc2ccccc2c(=O)c1-c1ccc(Cl)cc1)c1ccco1
#5 CC1CCN(CCCNC(=O)C2CCCN(c3ncnc4c3nc3n4CCCCC3)C2)CC1 (configuration not stated)
#6 CCCC(=O)N1CCC2(CC1)CN(C(=O)C1CCCC1)[C@@H](CO)c1[nH]c3cc(OC)ccc3c12
Compound | 1 | 2 | 3 | 4 | 5 | 6
S100A4 inh HTS | -4 | -12 | -6 | 1 | -7 | -9
RAD54 branch | -2 | . | -21 | 6 | -11 | .
E-selectin induc | . | 0.8 | 0.4 | 0.1 | . | -0.4
RAD52 anneal inh | -6 | 10 | -15 | -10 | -5 | 7
FN deposition inh | -7 | . | -1 | 4 | 7 | .
esBAF inh | 5 | . | -2 | 2 | -3 | .
XiGFP reactiv | 0.1 | -0.4 | 0.3 | 0.0 | 0.1 | 0.4
EWS-Fli inh | -9 | 5 | 1 | 4 | 8 | -5

#7 CCN(CC(=O)Nc1ccccc1C(F)(F)F)C(=O)CCc1nc2sc3c(c2c(=O)[nH]1)CCCC3
#8 Cc1cccn2c(=O)c3cc(C(=O)N4CCOCC4)n(C)c3nc12
#9 O=S(=O)(Nc1ncccn1)c1ccc(NS(=O)(=O)c2cc(Cl)ccc2Cl)cc1
#10 O=C(NCC1CCCO1)c1ccc2c3n(nc2c1)-c1ccccc1CO3 (configuration not stated)
#11 O=C1NC(=O)/C(=C/c2ccc(OS(=O)(=O)c3ccc(F)cc3F)cc2)N1
#12 COCCCNC(=O)c1ccc(CS(=O)(=O)c2ccc(Br)cc2)o1
Compound | 7 | 8 | 9 | 10 | 11 | 12
S100A4 inh HTS | -2 | -4 | 1 | . | -4 | 0
RAD54 branch | 1 | 1 | . | 3 | 8 | 6
E-selectin induc | -1.3 | -0.3 | . | 1.0 | 0.1 | 1.5
RAD52 anneal inh | -22 | 1 | -11 | . | -6 | -7
FN deposition inh | -5 | 1 | 16 | -5 | 3 | 7
esBAF inh | 1 | 2 | . | 70* | 10 | -4
XiGFP reactiv | -0.1 | -0.1 | 0.1 | 0.1 | 1.8 | 0.2
EWS-Fli inh | -2 | -5 | 11 | -162 | 19 | -6

#13 CC1(C(=O)NS(=O)(=O)c2ccc(C#N)cc2)CCN1C(=O)c1cccc(F)c1 (configuration not stated)
#14 CC=Cc1ccc2n(c1=O)C[C@H]1[C@H](CO)[C@@H](C(=O)NCc3ccccc3)N(CC)[C@@H]21 (mixture of isomers)
#15 CCc1cccc(C)c1NC(=O)C1CCN(C(=O)c2ccc([N+](=O)[O-])cc2)CC1
#16 CCS(=O)(=O)Nc1ccc2c(c1)C(=O)N(C)C[C@@H](OC)[C@H](C)CN(Cc1nccs1)[C@H](C)CO2
#17 Cc1cc(Nc2ccc(F)c(Cl)c2)n2nc(C)nc2n1
#18 CCCc1cc(N2CCCC(C(=O)NCC)C2)n2ncnc2n1 (configuration not stated)
Compound | 13 | 14 | 15 | 16 | 17 | 18
S100A4 inh HTS | 2 | -5 | 0 | -3 | 0 | -2
RAD54 branch | 2 | . | . | -4 | 8 | 1
E-selectin induc | 0.0 | -0.6 | 0.6 | 0.0 | 0.0 | .
RAD52 anneal inh | -7 | -13 | -6 | 6 | -4 | 4
FN deposition inh | 2 | . | 2 | 1 | -2 | .
esBAF inh | -2 | . | . | -5 | -4 | -7
XiGFP reactiv | 0.1 | 0.6 | 0.0 | 0.0 | 0.1 | .
EWS-Fli inh | -5 | -4 | -12 | 1 | 7 | .

From compound 8 up to 15, copied from above:
#8 Cc1cccn2c(=O)c3cc(C(=O)N4CCOCC4)n(C)c3nc12
#9 O=S(=O)(Nc1ncccn1)c1ccc(NS(=O)(=O)c2cc(Cl)ccc2Cl)cc1
#10 O=C(NCC1CCCO1)c1ccc2c3n(nc2c1)-c1ccccc1CO3 (configuration not stated)
#11 O=C1NC(=O)/C(=C/c2ccc(OS(=O)(=O)c3ccc(F)cc3F)cc2)N1
#12 COCCCNC(=O)c1ccc(CS(=O)(=O)c2ccc(Br)cc2)o1
#13 CC1(C(=O)NS(=O)(=O)c2ccc(C#N)cc2)CCN1C(=O)c1cccc(F)c1 (configuration not stated)
#14 CC=Cc1ccc2n(c1=O)C[C@H]1[C@H](CO)[C@@H](C(=O)NCc3ccccc3)N(CC)[C@@H]21 (mixture of isomers)
#15 CCc1cccc(C)c1NC(=O)C1CCN(C(=O)c2ccc([N+](=O)[O-])cc2)CC1
Compound | 8 | 9 | 10 | 11 | 12 | 13 | 14 | 15
S100A4 inh HTS | -4 | 1 | . | -4 | 0 | 2 | -5 | 0
RAD54 branch | 1 | . | 3 | 8 | 6 | 2 | . | .
E-selectin induc | -0.3 | . | 1.0 | 0.1 | 1.5 | 0.0 | -0.6 | 0.6
RAD52 anneal inh | 1 | -11 | . | -6 | -7 | -7 | -13 | -6
FN deposition inh | 1 | 16 | -5 | 3 | 7 | 2 | . | 2
esBAF inh | 2 | . | 70* | 10 | -4 | -2 | . | .
XiGFP reactiv | -0.1 | 0.1 | 0.1 | 1.8 | 0.2 | 0.1 | 0.6 | 0.0
EWS-Fli inh | -5 | 11 | -162 | 19 | -6 | -5 | -4 | -12

Next entries:
#19 Cn1cnc(C(=O)NC2CCN(C(=O)OC(C)(C)C)CC2)c1C(=O)NC1CCN(C(=O)OC(C)(C)C)CC1
#20 CCCCC[C@@H](C)N1C[C@H](COCc2ccccc2)Oc2cc(N3CCC[C@@H]3CO)ccc2S1(=O)=O
#21 COc1ccccc1-c1oc2ccccc2c1C#CCO
#22 CCCNC(=O)C[C@H]1C[C@@H]2c3cc(NS(C)(=O)=O)ccc3O[C@@H]2[C@H](CO)O1
#23 C[C@H](CO)N1C[C@H](C)[C@@H](CN(C)Cc2ccc(F)cc2)Oc2ncc(-c3ccncc3)cc2C1=O
#24 CCc1ccccc1NC(=O)CC1SCCNC1=O (configuration not stated)
Compound | 19 | 20 | 21 | 22 | 23 | 24
S100A4 inh HTS | -2 | -10 | -7 | -5 | 3 | 6
RAD54 branch | 7 | . | -7 | -5 | -13 | .
E-selectin induc | 0.1 | -0.1 | 0.0 | -0.1 | 0.1 | .
RAD52 anneal inh | -15 | -12 | -22 | 1 | -7 | -6
FN deposition inh | 1 | -2 | 9 | -14 | 5 | .
esBAF inh | . | . | 6 | 3 | -1 | .
XiGFP reactiv | -0.1 | 0.0 | 0.0 | 0.0 | 0.1 | 0.0
EWS-Fli inh | -5 | 14 | -4 | -2 | -2 | 3

#25 CC(C)C[C@H]1CNC(=O)C(=O)N1CC1CCN(CCC(C)c2ccccc2)CC1 (some centres not stated)
#26 O=C(Nc1ccc2c(c1)OCO2)N[C@@H]1CC[C@@H](CCNC(=O)C2CCCC2)O[C@@H]1CO
#27 CCCn1nc2cc(C(=O)NCc3ccc(C)cc3)ccc2c1OCC
#28 O=C(/C=C/c1ccc([N+](=O)[O-])cc1)Nc1cccc(C(=O)Nc2ccccc2C(=O)O)c1
#29 CCNC(=O)C[C@@H]1CC[C@@H]2[C@H](COc3ccc(NC(=O)Nc4ccc(C)cc4)cc3C(=O)N2C)O1
#30 CC(C)Oc1ccc(C(=O)Nc2ccc(S(=O)(=O)N3CCN(C)CC3)cc2)cc1
Compound | 25 | 26 | 27 | 28 | 29 | 30
S100A4 inh HTS | 0 | 15 | -22 | -8 | 4 | -2
RAD54 branch | -5 | 0 | 5 | -8 | 1 | -2
E-selectin induc | ? | 0.1 | 0.0 | 0.0 | 0.1 | .
RAD52 anneal inh | -15 | 3 | -9 | -4 | 6 | -13
FN deposition inh | -5 | 9 | -2 | -5 | -6 | -3
esBAF inh | -7 | -3 | 3 | 4 | 4 | 1
XiGFP reactiv | 0.0 | 0.0 | 0.2 | 0.5 | 0.0 | 0.0
EWS-Fli inh | 6 | -1 | -1 | 1 | -20 | 19

#31 CCCN(C)C[C@H]1Oc2ncc(C#Cc3ccc(OC)cc3)cc2C(=O)N([C@@H](C)CO)C[C@H]1C
#32 COc1ccccc1-n1cc(-c2ccc([N+](=O)[O-])cc2)[nH]c1=S
#33 C[C@@H]1CN([C@H](C)CO)C(=O)c2cc(NC(=O)C3CCCCC3)ccc2O[C@@H](C)CCCCO[C@H]1CN(C)S(=O)(=O)c1cn(C)cn1
#34 Nc1nc(-c2ccc3c(c2)CCO3)cs1
#35 Cc1nc(N)nc(N/N=C/c2ccccc2)n1
#36 CCCCC(=O)OCC(=O)C1(O)Cc2c(O)c3c(c(O)c2C(OC2CC(NC(=O)C(F)(F)F)C(O)C(C)O2)C1)C(=O)c1c(OC)cccc1C3=O (configuration not stated)
Compound | 31 | 32 | 33 | 34 | 35 | 36
S100A4 inh HTS | 1 | -1 | ? | -5 | -6 | 34
RAD54 branch | 0 | -2 | 2 | . | -1 | .
E-selectin induc | -0.2 | -0.2 | 0.2 | . | . | -0.1
RAD52 anneal inh | -85 | -8 | 1 | 5 | -2 | -22
FN deposition inh | 6 | -11 | . | . | 5 | -1
esBAF inh | -7 | -8 | -8 | . | . | .
XiGFP reactiv | -0.5 | -0.1 | -0.6 | 0.2 | -0.1 | 1.2
EWS-Fli inh | 7 | -3 | 1 | -33 | -13 | 45

#37 CN(C(=O)COc1cccc(C#N)c1)C1CCS(=O)(=O)C1 (configuration not stated)
#38 C[C@H](CO)N1C[C@H](C)[C@@H](CN(C)S(=O)(=O)c2cccs2)OCc2ccccc2-c2c(n(C)c3ccccc23)C1=O
#39 COc1ccc(C(=O)NC(=S)N2CCCCC2c2cccnc2)cc1OC (configuration not stated)
#40 Cc1nccn1-c1c([N+](=O)[O-])c(=O)n(C)c2ccccc12
#41 CC(=O)Nc1ccc(S(=O)(=O)Nc2ccc3c(c2)CCC3)cc1
#42 C[C@@H]1CN([C@H](C)CO)C(=O)c2cc(NC(=O)Nc3ccccc3)ccc2O[C@@H](C)CCCCO[C@@H]1CN(C)Cc1ccc(Cl)c(Cl)c1
Compound | 37 | 38 | 39 | 40 | 41 | 42
S100A4 inh HTS | 4 | 16 | -14 | -2 | -2 | 22
RAD54 branch | 2 | -2 | -1 | 6 | 0 | 0
E-selectin induc | . | 6.5 | . | 0.0 | . | .
RAD52 anneal inh | -10 | 9 | -9 | -7 | -57 | -10
FN deposition inh | -4 | -17 | . | -4 | 3 | 4
esBAF inh | -1 | -2 | 5 | -33 | 5 | -3
XiGFP reactiv | 0.0 | 0.0 | . | 0.0 | 0.1 | -0.1
EWS-Fli inh | -2 | 4 | 7 | 13 | 9 | 9
